NCI-60 one-dose screen, 48 h, at 10 µM unless noted. Numbers give growth in % (100 = growth as untreated, 0 = no growth, -100 = all killed).
786-0 – 786-0 renal cancer cells. hit rate 5.1% among 81,000
RXF 393 – RXF 393 renal cancer cells; hit rate 6.9% among 77,000; AID 1794773
CAKI-1 – CAKI-1 renal cancer; hit rate 4.7% among 75,000; AID 1794772
ACHN – ACHN renal cancer. hit rate 4.9% among 81,000
UO-31 – UO-31 renal cancer. AID 1794768. hit rate 5.2% among 81,000
SN12C – SN12C renal cancer cells | hit rate 3.8% among 81,000 | AID 1794767
TK-10 – TK-10 renal cancer cells | hit rate 3.9% among 81,000
DU-145 – DU-145 prostate cancer. hit rate 4.2% among 81,000. AID 1794760
A498 – A498 renal cancer cells. hit rate 5.4% among 76,000
* = called active by the depositor; · = no result given. Rule for the calls: active = growth percent below 10; inactive = the rest.

Structure	786-0	RXF 393	CAKI-1	ACHN	UO-31	SN12C	TK-10	DU-145	A498
Clc1ccc(OCC2CO2)c(Cl)c1 (stereo not given)	106	110	109	107	83	98	100	114	115
COC(C)CCOC(=O)c1ccccc1 (stereo not given)	99	·	97	96	94	96	102	113	100
COc1cc2ncnc(Sc3nnc(NC(=O)c4ccccc4)s3)c2cc1OC	98	105	90	95	81	93	98	107	100
O=C(CSc1nccc(Nc2ccc(S(=O)(=O)Nc3nccs3)cc2)n1)c1ccc(C(F)(F)F)cc1	100	96	90	100	69	102	112	114	109
CCCCN(CCCC)S(=O)(=O)c1ccc(C(=O)O)cc1	104	101	98	106	94	96	102	103	104
Nc1ccccc1/C=C/C(=O)O	104	117	94	94	68	110	95	110	117
Nc1ccc2oc(=O)c3ccccc3c2c1	103	94	92	97	66	94	104	104	96
CC(C)=CCC/C(C)=C/CC/C(C)=C/CC[C@]1(C)CCc2c(C)c(OC(=O)NS(=O)(=O)c3ccc(C)cc3)c(C)c(C)c2O1	91	109	104	107	92	100	111	96	90
O=C1NC2CCCC=C2c2cc3c(cc21)OCO3 (stereo not given)	84	93	90	104	88	99	74	108	61
O=P(OCCCl)(OCCCl)C(O)c1ccccc1Cl (stereo not given)	110	125	76	98	80	111	102	112	121
COC(=O)c1cnc2c(c1)Oc1ccccc1-c1ccnn1-2	91	107	87	101	81	·	95	109	90
COc1ccc(C2=NOC(C(=O)N3CC(C)OC(C)C3)C2)cc1OC1CCCC1 (stereo not given)	93	98	96	101	85	104	102	110	·
O=C(/C=C1\C(=O)Nc2ccccc21)/C=C1/C(=O)Nc2ccccc21	97	88	75	71	61	94	142	105	63
O=C(Cn1nnc2ccccc21)N/N=C/c1ccncc1	98	106	93	100	84	85	93	114	115
COc1ccc(-n2c(-c3ccccc3)c(-c3ccccc3)c3c(SCc4n[nH]c(=S)o4)ncnc32)cc1	97	109	85	95	80	93	108	97	79
CC12CCC3C4(C)COC(c5ccc(Br)s5)OC4CCC3(C)C1CC(C1=CCOC1=O)O2 (stereo not given)	91	99	63	77	55	82	87	96	84
COc1cc(C2=NN(C(C)=O)C(c3ccc(N4CCOCC4)cc3)C2)cc(OC)c1OC (stereo not given)	95	108	95	100	84	98	108	107	79
COc1ccc(C(C(=O)NCCN2CCOCC2)N(C(=O)C2CC2c2ccc(F)c(F)c2)c2ccc(C)cc2)c(OC)c1 (stereo not given)	109	124	97	100	79	89	132	101	·
Cc1sc2c(c1C)C(c1ccc(Cl)cc1)=N[C@@H](CC(=O)NCCCCCNC(=O)COc1ccc(C3CCC(=O)NC3=O)cc1)c1nnc(C)n1-2 (stereo not given in full)	26	45	16	44	28	19	5.6*	89	48
CCCCCCSc1nnc(-c2c(C)nc3ccc(Cl)cn23)o1	75	·	78	88	59	90	124	107	86
NC1=NC(=O)NC1(c1ccccc1)c1ccccc1	135	102	95	96	96	88	92	100	88
CC1(CCc2ccccc2)NC(=O)N(CC(=O)Nc2c(F)cccc2F)C1=O (stereo not given)	103	117	128	130	109	108	94	107	120
COc1ccc(/C=C2/C(=O)ON=C2C)cc1	105	102	102	118	99	96	97	109	100
O=c1[nH]n(C(=S)N/N=C/c2ccccc2O)c(=O)c2ccccc12	106	107	86	94	80	93	108	108	112
O=c1cc(CSc2nnc(-c3ccccc3)n2-c2ccc(F)cc2)c2ccc3ccccc3c2o1	102	108	89	99	66	·	104	109	118
CCCN(CCC)C(=O)c1ccc(C(C)C)cc1	105	105	99	109	96	107	·	110	75
CC(C)CC(=O)NC1CCCCC1	97	102	·	106	92	107	87	110	105
O=C1c2ccccc2C(=O)C2C(=O)c3ccccc3C(=O)C12 (stereo not given)	101	120	106	98	61	94	100	128	·
COc1ccc([N+](=O)[O-])cn1	89	113	102	110	93	108	103	106	·
Cc1c(C(=O)Nc2nc3ccccc3s2)cnn1-c1ccccc1F	88	111	78	89	68	83	104	83	60

Part of the list above, with each value named.
Compound: CC12CCC3C4(C)COC(c5ccc(Br)s5)OC4CCC3(C)C1CC(C1=CCOC1=O)O2 (stereo not given)
- 786-0: 91
- RXF 393: 99
- CAKI-1: 63
- ACHN: 77
- UO-31: 55
- SN12C: 82
- TK-10: 87
- DU-145: 96
- A498: 84
Compound: COc1cc(C2=NN(C(C)=O)C(c3ccc(N4CCOCC4)cc3)C2)cc(OC)c1OC (stereo not given)
- 786-0: 95
- RXF 393: 108
- CAKI-1: 95
- ACHN: 100
- UO-31: 84
- SN12C: 98
- TK-10: 108
- DU-145: 107
- A498: 79
Compound: COc1ccc(C(C(=O)NCCN2CCOCC2)N(C(=O)C2CC2c2ccc(F)c(F)c2)c2ccc(C)cc2)c(OC)c1 (stereo not given)
- 786-0: 109
- RXF 393: 124
- CAKI-1: 97
- ACHN: 100
- UO-31: 79
- SN12C: 89
- TK-10: 132
- DU-145: 101
- A498: ·
Compound: Cc1sc2c(c1C)C(c1ccc(Cl)cc1)=N[C@@H](CC(=O)NCCCCCNC(=O)COc1ccc(C3CCC(=O)NC3=O)cc1)c1nnc(C)n1-2 (stereo not given in full)
- 786-0: 26
- RXF 393: 45
- CAKI-1: 16
- ACHN: 44
- UO-31: 28
- SN12C: 19
- TK-10: 5.6*
- DU-145: 89
- A498: 48

The list goes on.
Structure	786-0	RXF 393	CAKI-1	ACHN	UO-31	SN12C	TK-10	DU-145	A498
CC1(C)CC(=O)C(Cn2cnc3ccccc32)C(=O)C1	104	120	103	106	88	99	110	115	79
CCOc1ccccc1C(=O)OCC(=O)Nc1cccc(S(=O)(=O)N(C)C)c1	109	65	95	121	79	103	169	115	118
CC(C)CCOc1ccc(-c2n[nH]c(C(F)(F)F)c2-c2cncc(C#N)c2)c(O)c1	17	·	9.5*	8.8*	3.9*	3.8*	11	18	-26*
Cc1ccnc(NC(=O)Cn2cc(COc3ncnc4c3cnn4-c3ccccc3)nn2)c1	100	108	86	88	69	89	108	99	91
COc1ccc(C2=C3CCCCC3=NC3=CC=CCN32)cc1	94	98	96	103	92	101	82	111	91
O=C(CCCCCCN1CC(=O)N2[C@@H](c3ccc(Cl)cc3Cl)c3[nH]c4ccccc4c3C[C@H]2C1=O)NO	114	113	81	95	74	89	110	91	104
C/C(=C(/c1ccc(Cl)cc1)c1ccc(OCCN2CCCCCC2)cc1)c1ccccc1	82	81	97	96	71	88	101	83	86
CCCCc1oc2ccc([N+](=O)[O-])cc2c1C(=O)c1ccc(C#Cc2ccccc2)cc1	94	94	75	95	60	92	104	99	89
Cc1ccc(S(=O)(=O)N(CC[C@@H]2C[C@H]2c2cc3ccccc3o2)Cc2cccc3cccnc23)cc1	101	93	79	94	66	91	107	101	104
C=C(C)[C@H]1C2=CC(C(=O)OC)=C(C[C@H](C(=C)C)[C@@H](O)[C@H]3O[C@@]34C(=O)O[C@@H]1[C@@H]4N(C)C)O2	99	119	106	108	93	107	95	116	103
ClC1(c2ccc(-c3ccccc3)cc2)c2ccccc2-c2ccccc21	94	111	89	100	87	88	92	99	91
O=C(Cc1c(-c2ccccc2[N+](=O)[O-])n(-c2ncnc3c2c(-c2ccccc2)cn3-c2ccc(Cl)c(Cl)c2)[nH]c1=O)c1ccc(Cl)c(Cl)c1	97	94	68	84	62	86	133	107	119
CN(C)C(=O)Cn1c(=O)[nH]c2ccccc2c1=O	88	105	97	107	97	99	87	107	102
Nc1cc(S(N)(=O)=O)ccc1N1CCCC1	106	119	91	111	94	110	122	116	91
O=C1c2ccccc2C(=O)N1CC[n+]1ccccc1	100	121	·	102	97	102	95	113	114
Cc1nn(-c2ccccc2)c(Cl)c1C1CC(c2ccc(Cl)cc2)=NN1c1ccccc1 (stereo not given)	101	103	76	107	95	96	140	104	110
COc1ccc(CN2CCCN(Cc3ccc(OC)cc3)C2c2cc3ccccc3c3ccccc23)cc1	82	74	·	104	78	88	109	101	97
COc1cccc(C2C(C#N)=C(N)Oc3cc(N)ccc32)c1 (stereo not given)	54	-7.3*	32	55	50	36	·	11	1.5*
C#Cc1c(I)n(C2OC(CO[Si](C)(C)C(C)(C)C)C3OC(C)(C)OC32)c(=O)[nH]c1=O (stereo not given)	94	-72*	74	50	-77*	90	-62*	25	102
Cc1cc(C(=O)C(C)C(=O)C(F)(F)F)c(C)s1 (stereo not given)	99	118	·	114	98	99	114	107	123
CCCCCC/C(C=O)=C\c1ccccc1	101	109	·	111	91	105	95	105	99
CCNC(=S)n1nc(SC)c(C(=O)OCC)c1N	99	107	87	97	78	98	106	102	97
CC(=O)Nc1ccc2oc(=O)ccc2c1	82	103	88	113	91	96	111	100	90
Cc1ccc(C2=NN(c3nc(-c4cc5ccccc5oc4=O)cs3)C(c3ccc(C)cc3)C2)cc1 (stereo not given)	110	103	88	102	68	104	163	113	127
COC(/C=C\C(OC)OC)OC	98	111	85	99	·	82	98	103	111
COC(=O)c1cc(-c2ccc(OC)cc2)[nH]c1N/N=C/c1c(Cl)cccc1Cl	-14*	-44*	-5.7*	39	28	26	48	-26*	-2.5*
Cc1cc(N=Nc2ccc(N=Nc3ccc(S(=O)(=O)O)cc3)cc2)cc(C(=O)O)c1O	113	120	88	96	82	101	118	109	111
Brc1cccc(-n2ncc3c(Nc4ccc(-c5nnc(-c6ccccc6)o5)cc4)ncnc32)c1	104	93	90	97	76	98	120	111	109
C#Cc1nc(C2=C(C)C(OC(C)=O)/C(=N/OC(C)=O)C2)cs1 (stereo not given)	-88*	-19*	-50*	-66*	-89*	87	203	67	·
O=C(O)c1ccc(-n2cc(/C=N/Nc3ccc(F)cc3)c(-c3cccc(C(F)(F)F)c3)n2)cc1	80	101	·	·	46	87	92	82	69

Single records, from the list above. Order of screens: 786-0, RXF 393, CAKI-1, ACHN, UO-31, SN12C, TK-10, DU-145, A498
COc1cccc(C2C(C#N)=C(N)Oc3cc(N)ccc32)c1 (stereo not given) is entered as 54, -7.3*, 32, 55, 50, 36, ·, 11, 1.5*
CCCCc1oc2ccc([N+](=O)[O-])cc2c1C(=O)c1ccc(C#Cc2ccccc2)cc1 is entered as 94, 94, 75, 95, 60, 92, 104, 99, 89
O=C(O)c1ccc(-n2cc(/C=N/Nc3ccc(F)cc3)c(-c3cccc(C(F)(F)F)c3)n2)cc1 is entered as 80, 101, ·, ·, 46, 87, 92, 82, 69
Cc1ccc(C2=NN(c3nc(-c4cc5ccccc5oc4=O)cs3)C(c3ccc(C)cc3)C2)cc1 (stereo not given) is entered as 110, 103, 88, 102, 68, 104, 163, 113, 127

(further entries)
Structure	786-0	RXF 393	CAKI-1	ACHN	UO-31	SN12C	TK-10	DU-145	A498
COc1ccc(NC(=O)Nc2ccc(OCc3ccc(Cl)cc3)cc2)cc1	110	112	91	90	84	96	107	106	119
O=[N+]([O-])c1ccc(C2Nc3cc(Cl)c(Cl)cc3S(=O)(=O)N2O)cc1 (stereo not given)	114	182	104	100	83	103	119	114	109
Cc1ccc(N=Nc2c(O)ccc3n[nH]nc23)cc1	86	107	·	89	85	94	109	112	77
O=C1CCc2ccccc2N1	101	111	·	100	90	99	88	103	111
C[C@H]1O[C@@H](O[C@H]2[C@@H](O)C[C@H](O[C@H]3[C@@H](O)C[C@H](O[C@H]4CC[C@]5(C)C6C[C@@H](O)[C@]7(C)[C@@H](C8=CC(=O)OC8)CC[C@]7(O)C6CC[C@@H]5C4)O[C@@H]3C)O[C@@H]2C)C[C@H](O)[C@@H]1O (stereo not given in full)	-92*	-22*	-100*	-76*	-82*	-62*	·	-100*	-33*
Nc1ccccc1-c1cc2c(c3c1[nH]c1ccccc13)CCCCC2	89	113	114	107	97	100	101	102	119
